BRCA1 expr act: BRCA1 expression activation; MCF7-BRCA1-FFLuc reporter, luminescence, 48 h; response scale: scaled: vehicle 0%, 10 µM genistein 100%; Potency, µM (doses to about 46.1 µM), inactives show at the top dose activation, hits mostly activators; 380,000 tested, 1.1% active; AID 624202; note: potency is the fitted concentration of half-maximal effect; nearly all actives have a fitted effect of over 80% in size; some results filed as inactive show a strong effect at the top dose
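MCF7-BRCA1-FFLuc cells, 2000/well in phenol-red-free MEM, attached 2 h then treated 48 h at 37 C. Luciferase luminescence read 15 min after reagent; normalized to genistein maximum activation (10microM) and DMSO, concentration-response fitted.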
ELG1 genotoxic: genotoxicity induction in ELG1-luciferase HEK293T cells; HEK293T ELG1-luciferase reporter, luminescence, 16 h; Potency, µM (titrated, usually from 46 µM), inactives show at the top dose activity change, positive = activation, most hits filed as activators; 330,000 tested, 1.3% active; AID 504466; note: potency is the fitted concentration of half-maximal effect; % of control where 0% means no effect; nearly all actives have a fitted effect of over 60% in size
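Screening used a luciferase reporter fused to human ELG1 in HEK293T cells. Luminescence was read on a CCD plate imager after 16 hr exposure and 30 min ONE-Glo incubation.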
NPC1 promoter act: activates the NPC1 promoter; Huh7 NPC1 promoter luciferase reporter, 24 h; Potency, µM (titrated, usually from 9.22 µM), for the others: at the highest dose activation, most hits filed as activators; 320,000 tested, 2.4% active; AID 485313;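 note: potency is the fitted concentration of half-maximal effect; % of control where 0% means no effect; nearly all actives have a fitted effect of over 60% in size; reporter is driven by a mutant NPC1 promoter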
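Quantitative HTS used a cell-based reporter: Huh7 cells stably bearing the NPC1 promoter upstream of luciferase were treated with compounds for 24 h, and promoter activation was read as luminescence.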
Giardia kill: Giardia lamblia killing; 340,000 tested, 0.15% active; Giardia lamblia trophozoite viability; activity change, % at 7.66 µM, hits read low; in the data active = activity change below about -80%; inconclusive = between about -30% and that limit;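 note: parasites exposed to compound for two days anaerobically before the ATP read; % is set by controls: 0 for no effect and ±100 for the full control effect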
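Killing of trophozoites was scored by loss of ATP luminescence after a 48 hrs anaerobic exposure to compounds at 37 deg C, using 100 cells per well.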
Rab9 prom act: Rab9 promoter activation | Potency, µM (top dose mostly 9.22 µM), for inactives: at the top dose activation, negative = inhibition, most hits filed as activators | Huh7 Rab9 promoter-luciferase reporter, luminescence, 24 h | AID 485297 | 320,000 tested, 2.8% active; note: potency is the fitted concentration of half-maximal effect; % of control where 0% means no effect; nearly all actives have a fitted effect of over 60% in size
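Measured in stably transfected Huh7 cells bearing a Rab9 promoter–luciferase construct: 24 h compound treatment at 37 °C, followed by luminescence detection.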
Menin-MLL TR inh: inhibitors of human menin-MLL interaction, mutant MLL peptide; O00255; Menin + Texas Red MLL mutant peptide, fluorescence polarization; Potency, µM (highest dose often 61.6 µM), without a hit: at the highest dose FP activity change, negative = inhibition, most hits filed as inhibitors; 270,000 tested, 0.23% active; active = well fitted inhibition curve with a large enough effect in the polarisation, with a control signal flat, not every such curve was filed as active; inconclusive = small, poorly fitted or top-dose-only effect, or effect the other way, or a change in a side signal; inactive = no such curve, though single readings can be large or run the other way; the % refers to the polarisation; note: potency is the fitted concentration of half-maximal effect; % of control where 0% means no effect; many of its hits are not listed in these tables
Target sequence (O00255 whole entry, looked up): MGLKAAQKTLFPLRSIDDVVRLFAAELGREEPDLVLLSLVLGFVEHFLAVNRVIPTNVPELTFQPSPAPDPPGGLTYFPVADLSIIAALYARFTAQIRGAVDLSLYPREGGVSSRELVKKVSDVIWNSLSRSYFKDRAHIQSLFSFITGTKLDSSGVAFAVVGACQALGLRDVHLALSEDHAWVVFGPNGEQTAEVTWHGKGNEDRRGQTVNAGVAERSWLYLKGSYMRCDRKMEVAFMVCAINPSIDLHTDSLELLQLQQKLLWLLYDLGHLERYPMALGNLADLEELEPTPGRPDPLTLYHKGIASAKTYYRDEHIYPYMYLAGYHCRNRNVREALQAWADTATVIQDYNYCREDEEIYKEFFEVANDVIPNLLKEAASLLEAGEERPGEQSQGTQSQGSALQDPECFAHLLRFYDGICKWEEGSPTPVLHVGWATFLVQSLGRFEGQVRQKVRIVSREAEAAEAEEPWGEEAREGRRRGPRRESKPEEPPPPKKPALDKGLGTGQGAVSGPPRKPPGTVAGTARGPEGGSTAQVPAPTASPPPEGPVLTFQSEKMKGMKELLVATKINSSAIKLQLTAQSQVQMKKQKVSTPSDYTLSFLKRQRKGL
p53 reactivation: restores transcriptional activity of mutant p53; H1299 p53-A138V BP100-luciferase reporter, luminescence, 24 h; Potency, µM (doses to about 92.2 µM), for the others: at the highest dose activity change, positive = activation, hits mostly activators; 320,000 tested, 0.063% active; AID 504706; note: potency is the fitted concentration of half-maximal effect; % of control where 0% means no effect; nearly all actives have a fitted effect of over 45% in size
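p53-null H1299 cells stably carrying temperature-sensitive p53-A138V and a BP100-luciferase reporter were pinned with compounds (4-point, 1:5 series) and held 24 hrs at 37 deg C. Luminescence was read 10 min after detection reagent.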
* hit, by the source's call; ? = inconclusive; . = not tested or not shown; & = joins results of further samples; [ ] = dose if it differs, or a comment. Unless noted, calls come from the whole dose curve; as a rule, active = well fitted activation curve with a large enough effect; inconclusive = small, poorly fitted or top-dose-only effect; inactive = no such curve, though single readings can be large or run the other way. Some of the compounds tested; count on the stated rates, not on these rows.

SMILES | BRCA1 expr act | ELG1 genotoxic | NPC1 promoter act | Giardia kill | Rab9 prom act | Menin-MLL TR inh | p53 reactivation
OCC1NCC(O)C(O)C1O (centres undefined) | . | . | 4%[46.1 µM] | . | 2%[46.1 µM] | 6% | .
CO/N=C(\C(=O)N[C@@H]1C(=O)N2C(C(=O)O)=C(CSc3nc(=O)c(O)nn3C)CSC12)c1csc(N)n1 (some centres undefined) | . | . | 8%[46.1 µM] | . | -3%[46.1 µM] | 5% | .
CC(=O)[C@H]1CCC2C3CC=C4C[C@@H](OS(=O)(=O)O)CC[C@]4(C)C3CC[C@@]21C (some centres undefined) | . | . | 2%[46.1 µM] | . | 1%[46.1 µM] | 15% | .
CC(/C=C/c1cccc(Oc2ccc(F)cc2)c1)N(O)C(N)=O (centres undefined) | . | . | 0%[46.1 µM] | . | 10%[46.1 µM] | 9% | .
NCC(O)(CS(=O)(=O)O)c1ccc(Cl)cc1 (centres undefined) | . | . | 2%[46.1 µM] | . | -5%[46.1 µM] | 8% | .
O=c1cc(-c2ccccc2)[nH]c2nc(Cl)ccc12 | . | . | -15%[46.1 µM] | . | -19%[46.1 µM] | 5% | .
O=C1NC(Cc2ccc(O)cc2)c2nc3cc(F)ccc3c(=O)n2-c2cc(Cl)ccc21 (centres undefined) | . | -3% | . | . | . | . | -2%
CC(C)CC1NC(=O)c2ccc(Cl)cc2-n2c1nc1ccc(F)cc1c2=O (centres undefined) | . | 4% | . | . | . | . | -4%
Cc1ccc2c(c1)-n1c(nc3ccc(C)cc3c1=O)C(Cc1ccc(O)cc1)NC2=O (centres undefined) | . | 1% | . | . | . | . | -2%
C=C1/C=C(\C)[C@](C)(O)C[C@H](O)CC(=O)[C@H](O)[C@@H](O)[C@H](C)C[C@H](C)OC(=O)/C(C)=C/CC/C=C/[C@@H]2O[C@H]2C[C@H](C)C1 | . | -3% | . | . | . | . | 5%
Cc1ccc2nc3n(c(=O)c2c1)-c1ccccc1C(=O)NC3Cc1ccc(O)cc1 (centres undefined) | . | 3% | . | . | . | . | 1%
Cc1ccc2c(c1)-n1c(nc3ccc(Cl)cc3c1=O)C(CC(C)C)NC2=O (centres undefined) | . | 0% | . | . | . | . | -4%

Quoted from the listing.
Result for NCC(O)(CS(=O)(=O)O)c1ccc(Cl)cc1 (centres undefined) in Rab9 prom act: -5%[46.1 µM]
Result for O=C1NC(Cc2ccc(O)cc2)c2nc3cc(F)ccc3c(=O)n2-c2cc(Cl)ccc21 (centres undefined) in p53 reactivation: -2%
Result for CC(C)CC1NC(=O)c2ccc(Cl)cc2-n2c1nc1ccc(F)cc1c2=O (centres undefined) in ELG1 genotoxic: 4%
Result for C=C1/C=C(\C)[C@](C)(O)C[C@H](O)CC(=O)[C@H](O)[C@@H](O)[C@H](C)C[C@H](C)OC(=O)/C(C)=C/CC/C=C/[C@@H]2O[C@H]2C[C@H](C)C1 in p53 reactivation: 5%
Result for Cc1ccc2nc3n(c(=O)c2c1)-c1ccccc1C(=O)NC3Cc1ccc(O)cc1 (centres undefined) in ELG1 genotoxic: 3%
Result for Cc1ccc2c(c1)-n1c(nc3ccc(Cl)cc3c1=O)C(CC(C)C)NC2=O (centres undefined) in p53 reactivation: -4%

Additional records:
SMILES | BRCA1 expr act | ELG1 genotoxic | NPC1 promoter act | Giardia kill | Rab9 prom act | Menin-MLL TR inh | p53 reactivation
O=C1NC(Cc2ccc(O)cc2)c2nc3ccccc3c(=O)n2-c2cc(Cl)ccc21 (centres undefined) | . | 1% | . | . | . | . | 2%
Cc1ccc2c(c1)-n1c(nc3ccccc3c1=O)C(Cc1ccccc1)NC2=O (centres undefined) | . | 1% | . | . | . | . | 5%
COc1ccc2nc3n(c(=O)c2c1)-c1cc(C)ccc1C(=O)NC3Cc1ccc(O)cc1 (centres undefined) | . | 1% | . | . | . | . | 3%
CCOC(=O)[C@H]1[C@H]2COc3cc(OC)ccc3[C@@H]2N2C(=O)[C@@H](CO)NC(=O)[C@@]12C | . | 0% | . | . | . | . | -5%
Cc1ccc2c(c1)-n1c(nc3ccc(C)cc3c1=O)C(Cc1ccccc1)NC2=O (centres undefined) | . | -1% | . | . | . | . | -6%
Cc1ccc2c(c1)-n1c(nc3cc(C)ccc3c1=O)C(Cc1ccccc1)NC2=O (centres undefined) | . | -5% | . | . | . | . | -1%
CC(C)CC1NC(=O)c2cc(Cl)ccc2-n2c1nc1cc(F)ccc1c2=O (centres undefined) | . | -2% | . | . | . | . | -2%
O=C(NCc1cc(C(F)(F)F)ccc1Cl)c1cccc2c1C(=O)c1ccc(Cl)cc1S2(=O)=O | . | 2% | . | . | . | . | 5%
O=C(COC(=O)c1cncc(Br)c1)NC12CC3CC(CC(C3)C1)C2 | . | 1% | . | . | . | . | 3%
CC(C)CC1NC(=O)c2ccccc2-n2c1nc1ccc(Cl)cc1c2=O (centres undefined) | . | 3% | . | . | . | . | -3%
Cc1ccccc1OCCCCCCN1CCNCC1 | 4% | . | . | 5 | . | . | .
C=CCNC(=O)c1onc(CSc2ccccc2)c1C(=O)NCC=C | 6% | . | . | -25 | . | . | .
O=c1ccnc(SCCc2ccc([N+](=O)[O-])cc2)[nH]1 | -7% | . | . | 29 | . | . | .
Cc1c(C=Nc2ccc(S(=O)(=O)N(C)C)cc2)c(O)[nH]c(=O)c1C#N | -4% | . | . | -11 | . | . | .
CCOc1ccc(S(=O)(=O)N2CCN(C(=O)c3ccc(Cl)c(S(=O)(=O)N4CCOCC4)c3)CC2)cc1 | -27% | . | . | -4 | . | . | .
O=[N+]([O-])c1cccc(C=NN=C2c3ccccc3-c3ccccc32)c1 | -62% | . | . | 33[activator] | . | . | .
Cc1ccc2nc3c(cc(C(=O)NCc4ccccc4)c(=N)n3CCCn3ccnc3)c(=O)n2c1 | 29% | . | . | -2 | . | . | .
O=C(Nc1ccc2oc(=O)c(C(=O)O)cc2c1)Oc1ccccc1 | -8% | . | . | 4 | . | . | .
COc1cccc(CN(C)CCCn2ccc(NC(=O)OCc3ccccc3)nc2=O)c1 | 4% | . | . | 19 | . | . | .
O=c1[nH]c(=O)n(C2OC(CO)C(O)C2O)cc1N1CCOCC1 (centres undefined) | 5% | . | . | -1 | . | . | .
O=C(NC1=NCCS1)c1ccccc1F | 68% | . | . | 12 | . | . | .
N#CCCn1nc2c(c1N)CCC2 | -9% | . | . | 0 | . | . | .
CC(=O)C[C@H]1c2ccccc2S(=O)(=O)N1C1CCCCC1 | 2% | . | . | 9 | . | . | .
CC(=O)c1c(O)cc(C)n(Cc2ccccc2)c1=O | 20% | . | . | -13 | . | . | .

Some of these compounds in order of count of non-hydrogen atoms, smallest number first.
SMILES | BRCA1 expr act | ELG1 genotoxic | NPC1 promoter act | Giardia kill | Rab9 prom act | Menin-MLL TR inh | p53 reactivation
CC(=O)C[C@H]1c2ccccc2S(=O)(=O)N1C1CCCCC1 | 2% | . | . | 9 | . | . | .
O=[N+]([O-])c1cccc(C=NN=C2c3ccccc3-c3ccccc32)c1 | -62% | . | . | 33[activator] | . | . | .
CCOc1ccc(S(=O)(=O)N2CCN(C(=O)c3ccc(Cl)c(S(=O)(=O)N4CCOCC4)c3)CC2)cc1 | -27% | . | . | -4 | . | . | .

Next results.
SMILES | BRCA1 expr act | ELG1 genotoxic | NPC1 promoter act | Giardia kill | Rab9 prom act | Menin-MLL TR inh | p53 reactivation
O=S(=O)(c1ccccc1F)N1CCN(c2nc(-c3cccs3)nc3ccccc23)CC1 | 6%&5% | . | . | -7 | . | . | .
CS(=O)(=O)N1CCN(c2nc(-c3cccs3)nc3ccccc23)CC1 | 11% | . | . | -12 | . | . | .
CC(O)[C@H]1CN=C(N)N1CC(C)(C)C (some centres undefined) | -10% | . | . | 8 | . | . | .
CCOC(=O)C(CO)NC(=O)C1(NC(C)=O)CCCC1 (centres undefined) | 3% | . | . | -3 | . | . | .
CCOC(=O)N1CCN(C(=O)c2ccc3nc4cc(Cl)ccc4c(=O)n3c2)CC1 | 2% | . | . | -1 | . | . | .
COc1cc(C=CC(=O)c2cc(OC)c(OC)c(OC)c2)cc(OC)c1OC | -91% | . | . | 16 | . | . | .
O=S1(=O)CCN(c2ccccc2CC(c2c[nH]c3ccccc23)c2c[nH]c3ccccc23)CC1 | -82% | . | . | -14 | . | . | .
C=C1CCN([C@H](C(=O)O)C(C)C)S(=O)(=O)c2ccccc21 | 0% | . | . | -15 | . | . | .
COc1cccc(C2=CC(c3ccccc3O)NC(C)(C)N2)c1 (centres undefined) | -41% | . | . | -8 | . | . | .
O=C(Oc1cccc2c(O)cccc12)c1ccco1 | -26% | . | . | -16 | . | . | .
O=C(Cc1ccc(NC(=O)C2CCCN(C(=O)C3CCCC3)C2)cc1)Nc1cccc(C(=O)N2CCCCC2)c1 (centres undefined) | -5% | . | . | ? | . | . | .
c1csc(-c2nc(N3CCN(Cc4ccc5c(c4)OCCO5)CC3)c3ccccc3n2)c1 | 5% | . | . | 25 | . | . | .
COc1ccc(CNC(=O)CN2C(=O)NC(c3ccccc3)(c3ccccc3)C2=O)cc1OC | -17% | . | . | -15 | . | . | .
CNC(=O)c1sc(N2N=C3/C(=C\c4ccccc4)CCCC3C2c2ccccc2)nc1C (centres undefined) | -45% | . | . | -3 | . | . | .
COc1cc(/C=C/C(=O)Nc2ccc(S(=O)(=O)Nc3ncccn3)cc2)ccc1OCC#N | -21% | . | . | 14 | . | . | .
CC(NC(=O)COc1ccccc1)C1COc2ccccc2O1 (centres undefined) | 2% | . | . | 17 | . | . | .
CC1(C)C(=O)Nc2ccccc2N1C(=O)COC(=O)CNS(=O)(=O)c1ccc(Br)cc1Cl | 0% | . | . | 31[activator] | . | . | .
CCCN(CC(=O)Nc1ccc(F)c(F)c1F)C(=O)Cc1ccc(OC)c(S(=O)(=O)N2CCOCC2)c1 | -18% | . | . | -5 | . | . | .
N#Cc1ncccc1CCc1cccc(Cl)c1 | 47% | . | . | 6 | . | . | .
COP(=O)(OC)C(Nc1ccc(C)cc1)c1ccc(Br)cc1 (centres undefined) | -5% | . | . | 7 | . | . | .
CCOc1nc(OCC)c2[nH]c(C(=O)O)c(Br)c2n1 | 8% | . | . | 6 | . | . | .
CCOC(=O)c1c(NC(=O)CN2CCN(S(=O)(=O)c3cc(Cl)ccc3Cl)CC2)sc(C(=O)N(C)C)c1C | -63% | . | . | -1 | . | . | .
Cc1cccn2c(=O)c3cc(C(=O)NCc4ccccc4)c(=N)n(CCCN4CCOCC4)c3nc12 | 11% | . | . | -16 | . | . | .
O=Nc1nc2ncccn2c1-c1ccccc1 | -29% | . | . | 4 | . | . | .
Cc1cccc(NC(=S)NC(=O)C(c2ccccc2)c2ccccc2)n1 | -35% | . | . | 8 | . | . | .
O=C(NCc1ccccc1)C1=C[C@H](c2ccccc2)C[C@H](OCc2ccc(CO)cc2)O1 | -4% | . | . | 10 | . | . | .

Screening results: PubChem, National Center for Advancing Translational Sciences (NCATS)
